NCI-60 one-dose screen, 48 h, at 10 µM unless noted. Numbers give growth in % (100 = growth as untreated, 0 = no growth, -100 = all killed).
COLO 205 – COLO 205 colon cancer | AID 1794742 | 7.3% of 79,000 active
NCI-H522 – NCI-H522 lung cancer. 8% of 78,000 active
NCI-H226 – NCI-H226 lung cancer; 3.5% of 79,000 active
NCI-H322M – NCI-H322M lung cancer. 2.7% of 80,000 active. AID 1794733
HCT-116 – HCT-116 colon cancer | 7.3% of 82,000 active
HCT-15 – HCT-15 colon cancer; AID 1794746; 5.2% of 82,000 active
NCI/ADR-RES – NCI/ADR-RES ovarian cells | 4.4% of 81,000 active | AID 1794790
NCI-H23 – NCI-H23 lung cancer | 4% of 80,000 active
NCI-H460 – NCI-H460 lung cancer; 6.8% of 82,000 active; AID 1794736
* hit, by the source's call; & = joins results of further samples; ! = not active in a repeat. The calls were made as follows: active = growth percent below 10; inactive = the rest.

For O=C1/C(=C/c2coc3ccccc3c2=O)N=C(c2ccc(Cl)cc2)N1c1ccc(S(=O)(=O)Nc2nccs2)cc1 the results were COLO 205 109, NCI-H522 83, NCI-H226 90, NCI-H322M 91, HCT-116 86, HCT-15 100, NCI/ADR-RES 95, NCI-H23 98 and NCI-H460 100.
CC(=O)O[C@H]1C[C@@]2(C)[C@@H](C[C@@H](O)[C@H]3[C@@]4(C)CC[C@H](NCCCNCCCCNCCCN)[C@@H](C)[C@@H]4CC[C@@]32C)/C1=C(\CCC=C(C)C)C(=O)O was read as COLO 205 39, NCI-H522 100, NCI-H322M 81, HCT-116 82, HCT-15 83, NCI/ADR-RES 88, NCI-H23 79 and NCI-H460 38.
CCCCn1c(=O)c(/C=C/C(=O)/C=C(O)/C=C/c2cc3cc(Cl)ccc3n(CCCC)c2=O)cc2cc(Cl)ccc21 was read as COLO 205 111, NCI-H522 86, NCI-H226 103, NCI-H322M 88, HCT-116 85, HCT-15 100, NCI/ADR-RES 110, NCI-H23 96 and NCI-H460 109.
`CN1CCCN(Cc2ccc(C(=O)Nc3cccc(Nc4ccc5cc(O)ccc5n4)c3)cc2C(F)(F)F)CC1` gave COLO 205 63, NCI-H522 80, NCI-H226 103, NCI-H322M 89, HCT-116 3.6*, HCT-15 15, NCI/ADR-RES 91, NCI-H23 69 and NCI-H460 28.
COc1ccc(NC(=O)Cc2nc3nc4sc(C)c(C)c4c(=O)n3[nH]2)cc1 was read as COLO 205 118, NCI-H522 90, NCI-H226 87, NCI-H322M 94, HCT-116 101, HCT-15 100, NCI/ADR-RES 103, NCI-H23 101 and NCI-H460 110.
COc1ccc(CCCC(=O)O)cc1OC was read as COLO 205 105, NCI-H522 95, NCI-H226 99, NCI-H322M 110, HCT-116 105, HCT-15 102, NCI/ADR-RES 102, NCI-H23 103 and NCI-H460 118.
c1ccc(CSc2ncnc3nc[nH]c23)cc1 was read as COLO 205 117&103, NCI-H522 95&101, NCI-H226 87&105, NCI-H322M 110&103, HCT-116 100&102, HCT-15 96&96, NCI/ADR-RES 106&100, NCI-H23 106&96 and NCI-H460 105&103.
C=C(C)OC(=O)C(C(=O)OCC)=C(C)C was read as COLO 205 108, NCI-H522 84, NCI-H226 100, NCI-H322M 102, HCT-116 105, HCT-15 106, NCI/ADR-RES 108, NCI-H23 96 and NCI-H460 110.
`CNc1cc(SCc2ccc(Cl)cc2)nc(N)n1` gave COLO 205 97, NCI-H522 84, NCI-H226 92, HCT-116 101, HCT-15 100, NCI/ADR-RES 94, NCI-H23 96 and NCI-H460 101.
Screening CCCCNCC1CCCO1 (stereo unspecified) returned COLO 205 121, NCI-H522 115, NCI-H226 99, NCI-H322M 78, HCT-116 111, HCT-15 104, NCI/ADR-RES 115, NCI-H23 109 and NCI-H460 113.
Screening O=C(NC(CSSCC(NC(=O)OCc1ccccc1)C(=O)O)C(=O)O)OCc1ccccc1 (stereo unspecified) returned COLO 205 92&96, NCI-H522 70, NCI-H226 86, NCI-H322M 102&93, HCT-116 75&98, HCT-15 98&91, NCI/ADR-RES 101&97, NCI-H23 97&93 and NCI-H460 107&95.
For Nc1cc(-c2cccc(OC(F)(F)F)c2)nc2ccc(N3CCCC3)cc12 the results were COLO 205 -81*, NCI-H522 -38*, NCI-H226 34&48&40, NCI-H322M 39&51&50, HCT-116 2.5*, HCT-15 7.7*, NCI/ADR-RES 3.1*!, NCI-H23 39&40&43 and NCI-H460 3.3*.
O=C(CCSc1nc(-c2ccccc2)c(-c2ccccc2)o1)N1CCCCC1 was read as COLO 205 112, NCI-H522 92, NCI-H226 87, NCI-H322M 108, HCT-116 99, HCT-15 82, NCI-H23 97 and NCI-H460 94.
For CC1=C(c2cc(-c3ccc(Cl)cc3)nc(=S)[nH]2)C(c2ccccc2)NC(=S)N1 (stereo unspecified) the results were COLO 205 120, NCI-H522 92, NCI-H226 95, NCI-H322M 101, HCT-116 101, HCT-15 96, NCI/ADR-RES 103, NCI-H23 99 and NCI-H460 109.
O=S(=O)(Nc1ccc2c(c1)OC(F)(F)O2)c1ccc(-c2cnc(C3CC3)o2)cc1 was read as COLO 205 47, NCI-H522 43, NCI-H226 61, NCI-H322M 83, HCT-116 24, HCT-15 26, NCI/ADR-RES 25, NCI-H23 55 and NCI-H460 17.
`O=C1OC(C(O)CO)C(O)=C1Nc1ccc(S(=O)(=O)c2ncc(NC3=C(O)C(C(O)CO)OC3=O)s2)cc1` (stereo unspecified) gave COLO 205 106, NCI-H522 99, NCI-H226 106, NCI-H322M 115, HCT-116 97, HCT-15 100, NCI/ADR-RES 98, NCI-H23 105 and NCI-H460 106.
CO[C@@]1(NC(=O)C(C(=O)O)c2ccc(O)cc2)C(=O)N2C(C(=O)O)=C(CSc3nnnn3C)CO[C@@H]21 (stereo partly specified) was read as COLO 205 112, NCI-H522 97, NCI-H226 97, NCI-H322M 101, HCT-116 98, HCT-15 109, NCI/ADR-RES 102, NCI-H23 100 and NCI-H460 109.
`O=C1c2ccccc2C(=O)c2c1c(C(=O)Nc1ccccc1)c1ccccn21` gave COLO 205 135, NCI-H522 67, NCI-H226 107, NCI-H322M 93, HCT-116 70, HCT-15 104, NCI/ADR-RES 99, NCI-H23 86 and NCI-H460 102.
`O=C1NC2C=C(Cl)C=CC2C=C1C1N(c2ccccc2)NC(=O)[C@@H]2CCCN12` (stereo partly specified) gave COLO 205 101, NCI-H522 89, NCI-H226 98, NCI-H322M 88, HCT-116 86, HCT-15 101, NCI/ADR-RES 99, NCI-H23 84 and NCI-H460 102.
For COc1ccc(OC)c(/C=N/NC(=O)Cn2c(-c3ccc(C)cc3)nc3cc4nc5ccccc5nc4cc32)c1 the results were COLO 205 94, NCI-H522 80, NCI-H226 102, NCI-H322M 98, HCT-116 97, HCT-15 104, NCI/ADR-RES 106, NCI-H23 100 and NCI-H460 110.
Screening Cc1ccc(/C=C2/C(=O)N(C)c3ccc(Br)cc32)s1 returned COLO 205 113, NCI-H522 89, NCI-H226 88, HCT-116 87, HCT-15 88, NCI/ADR-RES 89, NCI-H23 86 and NCI-H460 55.
For COc1cc(/C=C2\SC(=S)NC2=O)ccc1O the results were COLO 205 120, NCI-H522 74, NCI-H226 89, NCI-H322M 67, HCT-116 55, HCT-15 65, NCI/ADR-RES 71, NCI-H23 60 and NCI-H460 65.
COc1cc(C2N=C(NN)NC(C)=C2C(C)=O)ccc1O (stereo unspecified) was read as COLO 205 119, NCI-H522 100, NCI-H226 101, NCI-H322M 101, HCT-116 112, HCT-15 100, NCI/ADR-RES 104, NCI-H23 100 and NCI-H460 101.
C#CCC1(c2cc(OC)c(OC)c(OC)c2)NS(=O)(=O)c2ccccc21 (stereo unspecified) was read as COLO 205 102, NCI-H522 99, NCI-H226 99, NCI-H322M 94, HCT-116 98, HCT-15 99, NCI/ADR-RES 99, NCI-H23 94 and NCI-H460 101.
Screening COC1=C[C@]23CCCN2CCc2cc4c(cc2[C@@H]3[C@@H]1OC(=O)C(C)(C)O)OCO4 returned COLO 205 68, NCI-H522 85, NCI-H226 76, NCI-H322M 84, HCT-116 78, HCT-15 81, NCI/ADR-RES 99, NCI-H23 81 and NCI-H460 68.
For O=C(Nc1cccc(C2=NCCN2)c1)c1ccc(OCCCOc2ccc(C(=O)Nc3cccc(C4=NCCN4)c3)cc2)cc1 the results were COLO 205 -19*, NCI-H522 -19*, NCI-H226 53, NCI-H322M -0.3*, HCT-116 6.6*, HCT-15 91, NCI/ADR-RES 104, NCI-H23 1.3* and NCI-H460 6.5*.
For CN(C)CCC(=O)Nc1ccc(-n2cc(-c3cccc(NC(=S)Nc4cccc(-c5cn(-c6ccc(NC(=O)CCN(C)C)cc6)nn5)c4)c3)nn2)cc1 the results were COLO 205 99, NCI-H226 135, NCI-H322M 92, HCT-116 27, HCT-15 92, NCI/ADR-RES 113, NCI-H23 89 and NCI-H460 96.
`CN(C)c1ccc(Br)cc1` gave COLO 205 110, NCI-H522 95, NCI-H226 98, NCI-H322M 116, HCT-116 108, HCT-15 102, NCI/ADR-RES 94, NCI-H23 107 and NCI-H460 103.
Screening CCn1c(SCCc2ccccc2)nnc1-c1nn(-c2ccc(Cl)cc2Cl)c(-c2ccc(Cl)cc2)c1C returned COLO 205 78, NCI-H522 61, NCI-H226 58, HCT-116 39, HCT-15 46, NCI/ADR-RES 73, NCI-H23 62 and NCI-H460 74.
For NNc1ccccc1C(=O)O the results were COLO 205 107, NCI-H226 96, NCI-H322M 128, HCT-116 112, HCT-15 99, NCI/ADR-RES 107, NCI-H23 111 and NCI-H460 110.
`COc1ccc2[nH]c(=O)c(/C=C/C(=O)/C=C/c3ccc(O)c(OC)c3)cc2c1` gave COLO 205 30, NCI-H522 29, NCI-H226 37, NCI-H322M 79, HCT-116 -87*, HCT-15 2.1*, NCI/ADR-RES 48, NCI-H23 5.4* and NCI-H460 20.
For CC1=C(C)C2C(=O)OC(=O)C2CC1 (stereo unspecified) the results were COLO 205 104, NCI-H522 98, NCI-H226 109, NCI-H322M 93, HCT-116 102, HCT-15 98, NCI/ADR-RES 105, NCI-H23 104 and NCI-H460 110.
Screening O=C(CSc1nnc(-c2ccc(Cl)cc2)o1)NC1=NN=C(c2ccc(Cl)cc2)CS1 returned COLO 205 102, NCI-H522 99, NCI-H226 106, NCI-H322M 98, HCT-116 101, HCT-15 103, NCI/ADR-RES 99, NCI-H23 91 and NCI-H460 114.
CC(C)c1ccc2c(N)c(C(=O)Nc3ccc(F)cc3)sc2n1 was read as COLO 205 116, NCI-H522 78, NCI-H226 72, NCI-H322M 94, HCT-116 93, HCT-15 80, NCI/ADR-RES 69, NCI-H23 77 and NCI-H460 94.
COc1cc2c3c(c1O)-c1ccccc1[C@@H]1OC(=O)N(CC2)[C@H]31 was read as COLO 205 107, NCI-H522 94, NCI-H226 97, NCI-H322M 113, HCT-116 99, HCT-15 100, NCI/ADR-RES 104, NCI-H23 100 and NCI-H460 100.
`CCCCCCCCCCCCNCCCc1ccccc1` gave COLO 205 -51*, NCI-H522 64, NCI-H226 97, NCI-H322M 91, HCT-116 20, HCT-15 24, NCI/ADR-RES 75, NCI-H23 89 and NCI-H460 84.
`O=c1nc2c(-c3nc4ccccc4s3)n[nH]n2c2sc3c(c12)CCCC3` gave COLO 205 106, NCI-H522 100, NCI-H226 90, NCI-H322M 107, HCT-116 89, HCT-15 64, NCI/ADR-RES 97, NCI-H23 98 and NCI-H460 102.
Screening Cc1ccc(-c2ncc(S(C)(=O)=O)o2)cc1 returned COLO 205 113, NCI-H522 97, NCI-H226 105, NCI-H322M 97, HCT-116 109, HCT-15 100, NCI/ADR-RES 105, NCI-H23 99 and NCI-H460 109.
CCCCCCCCCCOC(=O)c1nn(C(C)=O)c2cc(F)c(F)cc12 was read as COLO 205 105, NCI-H522 78, NCI-H226 89, NCI-H322M 105, HCT-116 90, HCT-15 98, NCI/ADR-RES 98, NCI-H23 98 and NCI-H460 101.
For N#Cc1cnn(-c2cc(Cl)ccc2Cl)c1N the results were COLO 205 107, NCI-H522 103, NCI-H226 89, NCI-H322M 102, HCT-116 102, HCT-15 99, NCI-H23 101 and NCI-H460 106.

Continued, starting with the last 5 of the part before.
`CCCCCCCCCCCCNCCCc1ccccc1` gave COLO 205 -51*, NCI-H522 64, NCI-H226 97, NCI-H322M 91, HCT-116 20, HCT-15 24, NCI/ADR-RES 75, NCI-H23 89 and NCI-H460 84.
`O=c1nc2c(-c3nc4ccccc4s3)n[nH]n2c2sc3c(c12)CCCC3` gave COLO 205 106, NCI-H522 100, NCI-H226 90, NCI-H322M 107, HCT-116 89, HCT-15 64, NCI/ADR-RES 97, NCI-H23 98 and NCI-H460 102.
Screening Cc1ccc(-c2ncc(S(C)(=O)=O)o2)cc1 returned COLO 205 113, NCI-H522 97, NCI-H226 105, NCI-H322M 97, HCT-116 109, HCT-15 100, NCI/ADR-RES 105, NCI-H23 99 and NCI-H460 109.
CCCCCCCCCCOC(=O)c1nn(C(C)=O)c2cc(F)c(F)cc12 was read as COLO 205 105, NCI-H522 78, NCI-H226 89, NCI-H322M 105, HCT-116 90, HCT-15 98, NCI/ADR-RES 98, NCI-H23 98 and NCI-H460 101.
For N#Cc1cnn(-c2cc(Cl)ccc2Cl)c1N the results were COLO 205 107, NCI-H522 103, NCI-H226 89, NCI-H322M 102, HCT-116 102, HCT-15 99, NCI-H23 101 and NCI-H460 106.
For CNc1n[nH]c(-c2ccccc2)n1 the results were COLO 205 115, NCI-H522 102, NCI-H322M 96, HCT-116 94, HCT-15 101, NCI/ADR-RES 98, NCI-H23 105 and NCI-H460 97.
CC(COc1ccccc1Cl)OC(=O)C(C)C (stereo unspecified) was read as COLO 205 102, NCI-H522 89, NCI-H226 106, NCI-H322M 109, HCT-116 80, HCT-15 106, NCI/ADR-RES 116, NCI-H23 100 and NCI-H460 106.
Screening NS(=O)(=O)c1ccc(CCn2c(SCC(=O)N/N=C/c3cccc(O)c3)nc3ccccc3c2=O)cc1 returned COLO 205 114, NCI-H522 86, NCI-H226 102, NCI-H322M 103, HCT-116 104, HCT-15 98, NCI/ADR-RES 104, NCI-H23 104 and NCI-H460 102.
`CC(C)CCOc1ccc(NC(=S)Nc2ccc(OCCC(C)C)cc2)cc1` gave COLO 205 117, NCI-H226 118, NCI-H322M 146, HCT-116 81, HCT-15 121, NCI/ADR-RES 89, NCI-H23 102 and NCI-H460 106.
For COc1ccc(-c2cnnn2-c2nonc2N)cc1 the results were COLO 205 118, NCI-H522 102, NCI-H226 102, NCI-H322M 108, HCT-116 108, HCT-15 97, NCI/ADR-RES 101, NCI-H23 104 and NCI-H460 105.
